NOD2-RIPK2 inh: inhibitors of human NOD2-RIPK2 interaction. O43353. CHO BLA complementation NOD2-RIPK2, CCF4 ratio. inhibition, % at 4.98 µM. 360,000 tested, 0.38% active; in the data active means inhibition above about 21%;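 further: 0% = vehicle only and 100% = reference blocker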
MC4R antag cAMP: blocks human MC4R cAMP signaling | MC4R-expressing cells, MTII-stimulated cAMP, LANCE TR-FRET | 360,000 tested, 0.48% active | inhibition, % at 6.5 µM;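 active means inhibition above its plate's cutoff, the mean of tested wells on that plate plus 3 SD, cut at about 29% in these data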;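 further: 0% = Melanotan II alone and 100% = Melanotan II plus saturating MCL0020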
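system = U2OS cells with stable human MC4R expression | also added = Melanotan II challenge after compound preincubation | dosing = one concentration, 6.5 µM nominal | incubation = compound 30 min, challenge 1 h, detection 1 h | measured by = TR-FRET with Eu-cAMP and labeled anti-cAMP, 671 nm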
ABHD5-PLIN5 inh: blocks binding of human ABHD5 to perilipin-5; 360,000 tested, 0.78% active; Q00G26+Q8WTS1; inhibition, % at 4 µM; AID 602281; Split G. princeps luciferase complementation, luminescence, 4 h;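 active means inhibition above the mean inhibition across every tested compound plus 3 SD, cut at about 22% in these data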;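 further: 0% = DMSO only wells and the 100% control is not disclosed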
aDG glyco act: alpha-DG glycosylation activation; Pro5-aDG cells, alpha-DG glycosylation AlphaScreen (IIH6); 0% Pro5, 100% B10-LARGE cell signal; activation, % at 10 µM; 360,000 tested, 0.22% active;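 active means activation of at least 8% versus controls, or a plate z-score of at least 8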;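 further: Pro5 are CHO cells carrying HIG-tagged alpha-DG that lacks glycosylation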
Glyco luc inh: N-linked glycosylation inhibition | D54 ERlucT glycosylation luciferase reporter, 24 h; percent of 100 nM tunicamycin response | reporter increase, % at 12.5 µM | 360,000 tested, 0.23% active;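 active means mean luciferase reporter signal, scaled so untreated is 0 and the glycosylation-blocking control 100, at or above a set limit in every replicate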;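 further: luciferase carries N-glycosylation sites so blocking glycosylation raises the light; 0% = median of neutral control wells and 100% = median of 100 nM tunicamycin wells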
ABCB6 inh 2: human ABCB6 transporter inhibition | Q9NP58 | K562-ABCB6 porphyrin accumulation, flow cytometry, 1 h; stronger effect = lower value | fluorescence ratio to DMSO, % at 10 µM | 360,000 tested, 0.19% active | AID 602162;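 active means fluorescence ratio to DMSO below 75%, the collection mean minus 3 SD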;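 further: signal is porphyrin accumulated inside mitochondria; 100% equals median channel fluorescence of DMSO control wells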
MC4R barr agon: activates human MC4R beta-arrestin recruitment; P32245; activation, % at 8.9 µM; 360,000 tested, 0.98% active; AID 540308; U2OS MC4R beta-arrestin complementation, luminescence; percent of melanotan II response, DMSO zero;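 active means activation above a per-plate cutoff, the mean activation of sample wells on that plate plus 3 SD, cut at about 8% in these data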
Vif imaging: inhibitors of HIV Vif; inhibition, % at 7.49 µM; AID 602346; HEK293T cells, Vif self-association by quenched fluorescence, imaging, 24 h; 340,000 tested, 0.35% active; in the data active means inhibition above about 50%, passing the limit was not always enough; further: some results filed as inactive read as strong as hits
Exocytosis inh: lytic granule exocytosis inhibition | TALL-104 LAMP-1 surface exposure, flow cytometry; cells stimulated with thapsigargin and PMA | inhibition, % at 10 µM | 360,000 tested, 0.66% active | AID 651702;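 active means inhibition above about 55%, limit read from the data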
TLR9-MyD88 inh: blocks human TLR9 binding to MyD88; Q9NR96+Q99836; 340,000 tested, 0.21% active; AID 504734; CHO BLA complementation TLR9-MyD88, CCF4 FRET ratio; inhibition, % at 4.98 µM;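 active means inhibition above the mean over all tested compounds plus 3 SD, cut at about 21% in these data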;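 further: 0% = DMSO only wells and 100% = clavulanate BLA inhibitor control wells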
Target sequence (Q99836 whole entry, looked up): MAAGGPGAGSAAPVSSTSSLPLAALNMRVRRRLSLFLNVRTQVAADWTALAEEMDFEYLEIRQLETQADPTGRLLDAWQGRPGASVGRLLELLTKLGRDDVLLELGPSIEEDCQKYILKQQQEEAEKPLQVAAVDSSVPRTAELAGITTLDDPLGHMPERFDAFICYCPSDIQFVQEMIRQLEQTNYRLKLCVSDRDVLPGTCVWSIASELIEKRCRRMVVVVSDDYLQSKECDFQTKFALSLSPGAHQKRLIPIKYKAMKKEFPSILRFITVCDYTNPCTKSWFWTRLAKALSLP
Target sequence (Q9NR96 whole entry, looked up): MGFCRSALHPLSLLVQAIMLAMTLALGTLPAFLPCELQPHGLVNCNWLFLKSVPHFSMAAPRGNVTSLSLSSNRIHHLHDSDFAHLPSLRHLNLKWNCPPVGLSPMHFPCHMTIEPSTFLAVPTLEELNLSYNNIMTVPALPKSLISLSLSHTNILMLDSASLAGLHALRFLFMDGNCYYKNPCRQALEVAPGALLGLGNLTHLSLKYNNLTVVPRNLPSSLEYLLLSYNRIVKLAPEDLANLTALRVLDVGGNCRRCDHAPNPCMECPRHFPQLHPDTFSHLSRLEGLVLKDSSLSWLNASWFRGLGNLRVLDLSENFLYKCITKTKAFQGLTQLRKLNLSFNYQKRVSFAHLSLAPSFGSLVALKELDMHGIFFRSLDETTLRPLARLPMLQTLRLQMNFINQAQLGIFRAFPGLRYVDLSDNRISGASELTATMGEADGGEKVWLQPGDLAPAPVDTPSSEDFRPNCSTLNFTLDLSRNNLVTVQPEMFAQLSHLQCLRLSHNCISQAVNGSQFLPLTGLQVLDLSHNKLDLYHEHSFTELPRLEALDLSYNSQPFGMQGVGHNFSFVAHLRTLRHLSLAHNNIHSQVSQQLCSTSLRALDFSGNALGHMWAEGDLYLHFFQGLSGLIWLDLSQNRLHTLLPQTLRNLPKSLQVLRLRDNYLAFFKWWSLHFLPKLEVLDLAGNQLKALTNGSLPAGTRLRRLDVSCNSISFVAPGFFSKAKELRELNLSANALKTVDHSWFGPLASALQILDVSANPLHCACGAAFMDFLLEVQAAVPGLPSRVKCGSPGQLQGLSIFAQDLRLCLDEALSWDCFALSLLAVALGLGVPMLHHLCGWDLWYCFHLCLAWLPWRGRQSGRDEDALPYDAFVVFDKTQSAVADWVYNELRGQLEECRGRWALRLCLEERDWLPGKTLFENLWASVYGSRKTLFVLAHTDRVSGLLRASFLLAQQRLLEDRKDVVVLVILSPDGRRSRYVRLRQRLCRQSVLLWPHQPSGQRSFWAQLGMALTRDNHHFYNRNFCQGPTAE
* = called active by the depositor; / = not tested or not shown. This is a subset, so the mix of outcomes need not match the whole.

SMILES | NOD2-RIPK2 inh | MC4R antag cAMP | ABHD5-PLIN5 inh | aDG glyco act | Glyco luc inh | ABCB6 inh 2 | MC4R barr agon | Vif imaging | Exocytosis inh | TLR9-MyD88 inh
O=C1C2C3C=CC(C3)C2C(=O)N1c1n[nH]c(CCc2ccccc2)n1 (stereo unspecified) | -8 | 8 | 3 | -0.1 | 0 | 96 | -2.7 | -3 | -4 | -5
COc1ccc(CCNC(=O)c2c(C)nn(CC(C)C)c2Cl)cc1 | -3 | 5 | 4 | -0.2 | 4 | 87 | -0.1 | -5 | 6 | 6
O=[N+]([O-])c1ccc(C2NS(=O)(=O)N=C3CCCCCN32)cc1 (stereo unspecified) | 2 | 15 | -1 | -0.1 | 2 | 105 | -1.9 | -7 | 6 | -11
CCc1nc2ccc(C(=O)NCCCN(C)C)cn2c1N(C)CCCc1ccccc1 | -7 | -2 | 12 | 0.9 | -1 | 94 | -2.0 | 2 | -4 | /
COC(=O)C(Cc1ccc(O)cc1)NC(=O)c1ccccc1 (stereo unspecified) | -1 | 49* | 5 | 0.0 | -1 | 101 | 0.1 | -13 | 2 | -6
CC(NC(=O)C1CCN(S(=O)(=O)c2cnc[nH]2)CC1)c1ccccc1 (stereo unspecified) | -10 | 6 | 3 | 0.0 | 3 | 98 | -2.4 | 10 | -5 | 7
Cc1cc(NC(=O)c2ccc3c(c2)OCO3)ccc1NC(=O)c1ccco1 | -8 | 7 | -2 | 0.0 | -1 | 93 | -2.1 | 3 | -7 | 3
COc1ccccc1CC(=O)Nc1ccccc1O | -5 | 3 | 2 | -0.1 | 1 | 99 | -1.4 | 11 | -4 | 7
O=C(NCc1ccc2c(c1)OCO2)c1ccc2c(c1)OCCO2 | -5 | 10 | 1 | 0.2 | 0 | 96 | 1.6 | 1 | -4 | 3
Cc1ccc(-n2ncc3c2CCCC3NC(=O)CCc2c(C)noc2C)cc1C (stereo unspecified) | -16 | -1 | -3 | 0.6 | 0 | 95 | -2.7 | 16 | -11 | -12
CN(CCC#N)C(=S)Nc1ccc(F)cc1 | -3 | 11 | -1 | -0.1 | 0 | 98 | -2.5 | 0 | -6 | /
CC12CCC(c3nnc(SCC(=O)Nc4cccc5ccccc45)nc31)C2(C)C (stereo unspecified) | 4 | 8 | -8 | -0.1 | -1 | 97 | 0.0 | -8 | -2 | 5

Given as labelled records: part of the list above.
O=[N+]([O-])c1ccc(C2NS(=O)(=O)N=C3CCCCCN32)cc1 (stereo unspecified)
  NOD2-RIPK2 inh: 2
  MC4R antag cAMP: 15
  ABHD5-PLIN5 inh: -1
  aDG glyco act: -0.1
  Glyco luc inh: 2
  ABCB6 inh 2: 105
  MC4R barr agon: -1.9
  Vif imaging: -7
  Exocytosis inh: 6
  TLR9-MyD88 inh: -11

CCc1nc2ccc(C(=O)NCCCN(C)C)cn2c1N(C)CCCc1ccccc1
  NOD2-RIPK2 inh: -7
  MC4R antag cAMP: -2
  ABHD5-PLIN5 inh: 12
  aDG glyco act: 0.9
  Glyco luc inh: -1
  ABCB6 inh 2: 94
  MC4R barr agon: -2.0
  Vif imaging: 2
  Exocytosis inh: -4
  TLR9-MyD88 inh: /

(next part)
SMILES | NOD2-RIPK2 inh | MC4R antag cAMP | ABHD5-PLIN5 inh | aDG glyco act | Glyco luc inh | ABCB6 inh 2 | MC4R barr agon | Vif imaging | Exocytosis inh | TLR9-MyD88 inh
CCC(=O)Nc1ccccc1C(=O)OCC(=O)c1cccc2ccccc12 | 5 | 4 | -2 | -0.1 | 3 | 88 | 0.5 | -2 | -3 | 9
O=C(N/C(=C\c1cccc([N+](=O)[O-])c1)C(=O)N1CCCCC1)c1cccs1 | -5 | 0 | 2 | 0.2 | -1 | 96 | -2.4 | 8 | 0 | -6
Cc1ccc(C)c(OCC(=O)Nn2c(C)nc3ccccc3c2=O)c1 | -5 | 12 | 2 | -0.6 | -1 | 96 | -0.2 | 2 | 2 | -3
N#CCCn1nc(-c2ccccc2)cc1-n1c(C(F)(F)F)nc2ccccc21 | 8 | 8 | 2 | -0.1 | -3 | 94 | 2.0 | 8 | 4 | -7
COc1ccc(CC(=O)N/N=C(/C)CC(=O)N(C)c2ccccc2)cc1 | -11 | 25 | -10 | 0.1 | 2 | 96 | -1.3 | -8 | -10 | -2
CCc1nc2c(OCc3ccccc3C(=O)OC)cccn2c1N(C)C(=O)Nc1ccccc1OC | -9 | 1 | 11 | -0.1 | -3 | 96 | 0.7 | -5 | 1 | /
O=C1CSC(=Nc2ccc(F)cc2)N1 | -20 | -6 | 6 | 0.1 | 1 | 100 | 0.2 | -1 | 5 | -6
CC(C)CNC(=S)Nc1ccc(Oc2ccccc2)cc1 | -12 | 14 | 0 | 0.7 | -4 | 99 | -0.4 | -7 | -8 | -2
CC(=O)c1ccc(S(=O)(=O)NC2CC2)cc1 | -2 | 14 | 5 | -0.2 | 3 | 93 | -1.4 | 14 | 4 | -3
COC(=O)c1c(NS(C)(=O)=O)sc2c1CCCC2 | -8 | 3 | -5 | 0.1 | 1 | 102 | 0.7 | 10 | -1 | -1
COc1cc2c(cc1OC)C(C1C(=O)CC(C)CC1=O)N(C(=O)CCl)CC2 (stereo unspecified) | -8 | 9 | 5 | 0.1 | 2 | 107 | -1.6 | -2 | -2 | -3
COc1ccc(Cn2c(O)c(/C=N/NC(=O)c3cccnc3)c3ccccc3c2=O)cc1 | 17 | 9 | -2 | -0.6 | 2 | 105 | -3.2 | 11 | -3 | 26*
COC(=O)c1c(C)[nH]c(C(=O)C(C)OC(=O)C2CC2)c1C (stereo unspecified) | -6 | 8 | 1 | -0.1 | 2 | 90 | -1.4 | 13 | 4 | 7
Cc1cccc(OCc2nnc(-c3ccc(F)cc3)o2)c1 | 5 | 4 | -11 | -0.3 | 0 | 96 | -0.9 | -3 | 6 | 5
Cc1cccc(Nc2nc3c(s2)CCCC3)c1 | -5 | 3 | 10 | -0.3 | -7 | 99 | 2.5 | 2 | -3 | 3
CCOc1ccc(-c2cn(-c3ccccc3OC)c(=S)[nH]2)cc1 | -2 | -10 | -23 | 0.1 | 11 | 99 | -0.3 | -7 | -8 | 2
COc1ccccc1C(=O)NC(CCSC)C(=O)OC(C)C(N)=O (stereo unspecified) | -4 | 0 | 0 | -0.2 | 0 | 94 | -1.4 | 3 | 2 | 4
S=C(Nc1ccccc1)Nc1cccc(Cl)c1Cl | 0 | 0 | 0 | 1.2 | 1 | 95 | -3.8 | 1 | 4 | -10
CC1(C)C(c2ccco2)=[N+]([O-])C2(CCCCC2=O)N1O (stereo unspecified) | 12 | 10 | 4 | -0.2 | 2 | 92 | -0.9 | / | 3 | 4
Cc1ccc(NC(=O)c2cnc(N3CCN(c4ccccn4)CC3)c3ccccc23)c(Br)c1 | -15 | 3 | -5 | -0.5 | -4 | 89 | -0.6 | -7 | 31 | -13
O=C(CC1C(=O)NCCN1C(=O)Nc1ccccc1)Nc1cc(Cl)cc(Cl)c1 (stereo unspecified) | -10 | 9 | 6 | 0.3 | 11 | 104 | -1.2 | -7 | 12 | -13
CCCCN(CC)CCCNC(=O)c1cc2c(=O)[nH]c3ccccc3c2s1 | 6 | 3 | 3 | -0.1 | 1 | 93 | -0.3 | -19 | 0 | -1
COC(=O)c1ccc2c(c1)NC(=O)C(N1CCCC1)S2 (stereo unspecified) | -20 | 5 | -3 | 0.1 | 5 | 106 | -0.2 | -2 | -6 | -3
Cc1nn(-c2ccccc2)c(C)c1NC(=O)COc1ccc([N+](=O)[O-])cc1 | 5 | -1 | -10 | 0.0 | 3 | 94 | -1.6 | -7 | -14 | -5
O=C(c1cccnc1)N1N=C(c2cccs2)CC1c1ccc(F)cc1 (stereo unspecified) | -1 | -3 | -6 | 0.1 | 1 | 102 | -2.1 | -5 | -2 | 1
COc1ccc(Cl)cc1NC(=O)CN(C)C(=O)c1ccc(N2CCCCCC2)c([N+](=O)[O-])c1 | 3 | 20 | 2 | 0.4 | 0 | 98 | -1.0 | -5 | -1 | 0
COc1ccc(CN2CCn3ncc(C(=O)Nc4ccc(Cl)cc4Cl)c3C2=O)cc1 | -3 | -8 | 4 | 0.2 | -1 | 106 | 3.4 | 6 | 2 | 6
O=C(NCCCCc1ccccc1)c1ccc(Br)cc1 | 4 | 19 | -4 | -0.1 | 0 | 100 | 1.2 | 8 | 19 | 4
CC(C)c1ccc(/C=C/C(=O)N2CCOCC2)cc1 | -4 | 11 | 2 | 0.1 | -3 | 97 | 0.0 | 1 | -3 | -8
CCOc1ccccc1NC(=O)N1CCC(c2nc3ccccc3[nH]2)CC1 | -5 | 3 | 5 | 0.1 | 0 | 96 | -1.8 | -6 | -1 | 10
Cc1ccc(S(=O)(=O)NC(=O)N2CCCC(C)(C)C2)cc1 | -6 | 5 | -9 | -0.1 | -1 | 89 | -1.4 | -6 | 0 | -1
COc1ccc2nc(SCC(=O)Nc3c(C)cccc3C)[nH]c2c1 | 1 | 7 | 4 | -0.1 | -2 | 74* | -2.2 | -11 | 0 | 11
O=c1oc(-c2ccccc2)cc(Cl)c1Cl | 60* | 25 | -2 | -0.2 | -8 | 99 | -0.7 | 8 | -30 | -2
Cc1ccccc1CN(C)CC(=O)Nc1c(C)cccc1C(C)C | 6 | 4 | 7 | 0.1 | -3 | 103 | -1.9 | 2 | 1 | 0
CCOC(=O)c1[nH]c(C)c(CN(C(C)=O)c2ccc(OCC)cc2)c1C | -16 | -8 | 3 | 0.2 | -2 | 98 | -3.1 | -1 | 0 | -4
CC(C)N(C(=O)CSc1nc(Cc2ccccc2)nc2ccccc12)C(C)C | 4 | 0 | 3 | 0.0 | -5 | 97 | 2.0 | 9 | 3 | -14
COC1=CC(=O)OC(C)(c2ccccc2)C1 (stereo unspecified) | -9 | 6 | -5 | 0.1 | 0 | 98 | -0.8 | -4 | -4 | 3
Oc1ccc(/C=N/N2CCCCC2)c(O)c1 | 0 | -4 | -3 | 0.1 | 4 | 105 | 1.5 | -1 | -14 | -6
CCN(C(=O)CSc1nnc2ccccn12)C1CCS(=O)(=O)C1 (stereo unspecified) | -8 | 7 | 7 | 0.0 | 0 | 85 | 2.3 | 28 | -5 | 2
COc1ccc(-n2ncc3c(SCC(=O)OC(C)C)ncnc32)cc1 | 0 | 11 | 7 | 0.0 | -1 | 101 | -0.1 | / | 3 | 4
COc1ccc(NC(=O)CSc2ncnc3c2nnn3-c2ccc(F)cc2)c(OC)c1 | -5 | 19 | 2 | 0.1 | 1 | 95 | 0.6 | -1 | -13 | -6
CCCn1nc(NC(=O)CC(C)C)c2cc3ccccc3nc21 | -1 | -3 | -1 | 0.3 | 1 | 83 | -1.5 | -4 | 0 | 5

A different layout for part of the listing above:
Molecule	NOD2-RIPK2 inh	MC4R antag cAMP	ABHD5-PLIN5 inh	aDG glyco act	Glyco luc inh	ABCB6 inh 2	MC4R barr agon	Vif imaging	Exocytosis inh	TLR9-MyD88 inh
COC1=CC(=O)OC(C)(c2ccccc2)C1 (stereo unspecified)	-9	6	-5	0.1	0	98	-0.8	-4	-4	3
Oc1ccc(/C=N/N2CCCCC2)c(O)c1	0	-4	-3	0.1	4	105	1.5	-1	-14	-6

Screening data: PubChem, several laboratories
